# Screening data (PubChem BioAssay)
# GalR3 antag – human GalR3 antagonism; AID 651719; inhibition, % at 3 µM; 360,000 tested, 0.44% active; HEK293 GalR3-CNG cAMP membrane potential fluorescence; galR3 body fused to GalR1 C-terminus;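 active means inhibition above the screen-wide average plus 3 SD, cut at about 13% in these data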;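 further: forskolin and galanin both at EC90 stimulate the cells; cAMP rise reported by CNG channel membrane potential dye signal; 0% = forskolin plus galanin with DMSO and 100% = forskolin alone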
# Target sequence (O60755 1-299 limits assumed): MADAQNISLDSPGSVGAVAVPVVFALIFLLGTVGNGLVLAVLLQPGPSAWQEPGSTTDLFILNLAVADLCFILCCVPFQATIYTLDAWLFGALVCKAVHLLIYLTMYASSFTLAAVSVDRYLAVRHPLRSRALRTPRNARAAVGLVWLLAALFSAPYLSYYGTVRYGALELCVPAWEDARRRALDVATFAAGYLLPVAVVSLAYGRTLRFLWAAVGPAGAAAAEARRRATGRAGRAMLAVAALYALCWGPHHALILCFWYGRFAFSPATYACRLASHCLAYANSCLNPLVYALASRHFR
# Starred values were filed as active, the others as inactive. Not all compounds are listed; count on the stated rates, not on these rows.
SMILES,GalR3 antag
N=C(N)c1ccc(N=Nc2c(O)ccc3c2[nH]c2ccccc23)cc1,-4
CC(C)COC(=O)N1CCCCC1c1cc(C(=O)NCc2ccccc2)no1 (stereo not drawn),-5
Nc1nc(Cl)nc2c1ncn2C1CCC(CO)O1 (stereo not drawn),-2
Cc1cn([C@H]2C[C@H](O)[C@@H](CNC(=O)[C@@H]3CCCN3Cc3ccccc3)O2)c(=O)[nH]c1=O,-4
CC1=C(C(=O)N(C)C)CC(CC(=O)NCc2cccs2)C(=O)N1CCC1=CCCCC1 (stereo not drawn),-2
COc1cc(OC)nc(Nc2nc(C(N)Cc3ccc(C(F)(F)F)cc3)cs2)n1 (stereo not drawn),-6
Cc1cc(OCC(=O)OCC(=O)N2CCCCC2)ccc1Cl,-7
OC[C@@H]1CN(Cc2ccc3c(c2)OCO3)C[C@H](n2cnc3c(N4CCN(c5ccccc5)CC4)ncnc32)O1,-10
CCN(CC)C(=O)C1=C(C)N(Cc2ccccc2)C(=O)C(CC(=O)NCCCCc2ccccc2)C1 (stereo not drawn),-7
CCCCCCCCSC1=CC(=O)C(OC)=C(OC)C1=O,-3
CCCCNc1c(-c2ccc(F)cc2)nc2nc(C)cc(C)n12,-3
COC(=O)c1ccc(CSc2nc3c(c(=O)[nH]2)CCC3)cc1,-3
COc1ccccc1Cc1c(-c2ccc(OC)c(OC)c2)nc2cc(C)c(Br)c(C)n12,-4
CCOc1ccc(OCCC(=O)N(CCOC)c2c(N)n(Cc3ccccc3)c(=O)[nH]c2=O)cc1,-6
COc1ccc(C(=O)C2CCCN(C(=O)c3csc(SC)n3)C2)cc1F (stereo not drawn),-5
COc1ccc(-c2ccccc2C2Cc3nnccc3CN2C(=O)Nc2ccccc2)cc1 (stereo not drawn),-9
CCC(=O)N1CCC1(C)C(=O)Nc1ccc(C)c(C)c1 (stereo not drawn),-7
Cc1ccc([C@H]2C[C@H](O)[C@@H](n3cc(C4CC4)nn3)CN2Cc2cccs2)cc1,-7
Cc1ccc(C(=O)N(CCc2ccccc2)Cc2ccccc2)cc1S(=O)(=O)N1CCOCC1,-6
Cc1noc(C)c1S(=O)(=O)Nc1ccc2c(c1)C(=O)N([C@@H](C)CO)C[C@@H](C)[C@@H](CN(C)CC1CCCCC1)OCCCC[C@@H](C)O2,1
CN(c1ccc(NC(=O)CCc2cn(Cc3ccc(Br)cc3)c3ccccc23)cc1)c1ccccn1,-7
COc1ccc(CC(=O)NCc2ccc(Cl)cc2)cc1S(=O)(=O)N1CCOCC1,0
COc1ccc(NC(=O)C2(C)CCN2Cc2csc3ccccc23)cc1OC (stereo not drawn),-4
COC(=O)[C@]12C[C@H](CC(=O)NCc3cccc4ccccc34)C(=O)N(Cc3ccccc3)C1=C[C@H](C1CCCC1)O[C@@H]2C,-5
CN1OC[C@@H]2CN(C(=O)CCc3ccccc3)[C@H](c3ccc(-n4ccnc4)cc3)C[C@@H]21,-7
[O-][n+]1cc(Cl)cc(Cl)c1,0
CCCCCCCCN1C(=O)[C@@H](CC(=O)NCCC(C)C)C[C@@]2(C(=O)OC)C1=C[C@H](C1CCCC1)O[C@@H]2C,0
CN(C)Cc1csc(Nc2ccc(C(F)(F)F)cn2)n1,-6
Cc1cc(F)ccc1NC(=O)c1ccc(NS(=O)(=O)c2cccs2)cc1,-6
CN(CC(=O)Nc1ccccc1Br)C(=O)c1n[nH]c2ccccc12,-2
CC(C)CC1NC(=O)C(CC(C)C)N(CO)C1=O (stereo not drawn),-6
Cc1cc(CNC[C@H]2O[C@@H](n3cnc4c(N)ncnc43)[C@H](O)[C@@H]2O)no1,-3
CN(c1cccc(F)c1)c1cc2c(c3c1ccn3C)C1CCC2O1 (stereo not drawn),-2
O=C(Nc1ccccc1)c1cccc2c(-c3cccnc3)coc12,-8
Brc1ccc([C@H]2C=C[C@H]3CCCN4CC[C@H]2[C@@H]3[C@]42CO2)cc1,-8
CCOc1ccc(OCCC(=O)OCC(=O)Nc2cccc(S(=O)(=O)N3CCCCC3)c2)cc1,-7
O=C1CCN(Cc2ccccc2)C(=O)N1,-3
CCCCN1C(=O)C(=O)NC[C@@H]1CC1CCCCC1,-3
COc1ccc(NC(=O)C2Cc3c(-c4ccc(NC(C)=O)cc4)ccnc3O2)cn1 (stereo not drawn),-3
O=C(NCc1cccnc1)C1Cc2c(-c3ccc(Cl)cc3)ccnc2O1 (stereo not drawn),-9

# Part of the list above, field by field.
Brc1ccc([C@H]2C=C[C@H]3CCCN4CC[C@H]2[C@@H]3[C@]42CO2)cc1
  GalR3 antag = -8

CCOc1ccc(OCCC(=O)OCC(=O)Nc2cccc(S(=O)(=O)N3CCCCC3)c2)cc1
  GalR3 antag = -7

O=C1CCN(Cc2ccccc2)C(=O)N1
  GalR3 antag = -3

CCCCN1C(=O)C(=O)NC[C@@H]1CC1CCCCC1
  GalR3 antag = -3

# Following part:
SMILES,GalR3 antag
CCC(C)NS(=O)(=O)c1ccc(NC(=O)CNCc2cccs2)cc1 (stereo not drawn),-8
O=S(=O)(Nc1ccc(-n2cnnn2)cc1)c1cccc(F)c1,-2
OC1c2cc(Cl)ccc2-c2c(Cl)cc(Cl)cc21 (stereo not drawn),-6
COc1ccc(CNC(=O)COC(=O)c2cc(C)oc2C)cc1,-2
CC(C)c1ccc(-n2nnnc2SCc2nc(N)nc(N)n2)cc1,0
CC1(C(=O)NS(=O)(=O)c2ccccc2)CCN1C(=O)c1ccccc1CCc1ccccc1 (stereo not drawn),-2
CCN1C(=O)[C@H]2[C@@H](c3ccccc3)N[C@]3(CCCN(Cc4ccc(C)cc4)C3=O)[C@H]2C1=O,-3
CC1(C(=O)NS(=O)(=O)Cc2ccccc2C(F)(F)F)CCN1C(=O)c1cccc(F)c1 (stereo not drawn),-7
OCCN1CCN(CCO)C1=S,-2
CSc1ccc(CN(C)C(=O)c2ccc(S(=O)(=O)Nc3c(C)n(C)n(-c4ccccc4)c3=O)cc2)cc1,-9
C=C1C(=O)[C@]23C[C@H]1CCC2[C@@]1(C)C(C[C@@H]3O)[C@](C)(C(=O)O)CC[C@@H]1O (stereo partly drawn),-7
CC[C@]12c3[nH]c4cc(CCC(=O)N(C)C)ccc4c3CCN1C(=O)[C@@H](CC(=O)NCCCn1ccnc1)C[C@@H]2C(=O)N1CCN(C(=O)c2ccco2)CC1,-8
Cn1cnc2nc(Cl)nc(Cl)c21,-3
Cc1ccc(S(=O)(=O)N2CCC(=O)N([C@H](COCc3cccc(C)c3)C(C)C)CC2)cc1,-7
COCc1c(C(=O)NCC(c2ccco2)N2CCCC2)oc2ccccc12 (stereo not drawn),-7
CC(C)N1CCC1(C)C(=O)Nc1ccc2scnc2c1 (stereo not drawn),-7
O=C(NCc1ccc(F)cc1)c1[nH]c(C(F)(F)F)nc1-c1ccccc1,-2
Oc1ccc(C[C@H]2CNC(=S)N2CC2CCCN2C[C@H](Cc2ccc(O)cc2)N2C[C@H](Cc3ccccc3)N(CC3CCCCCC3)C2=S)cc1 (stereo partly drawn),-5
COc1ccc(-c2ccc(C(=O)Nc3cccc(C(F)(F)F)c3)c3occc23)c(C)c1,-2
CC(C)[C@H](NC(=O)OCc1ccccc1)C(=O)OCC(=O)N1C(C)CCCC1C (stereo partly drawn),-1
COc1cc(OC)cc(-c2c(Sc3ccccc3)c3cc(-c4ccc(OC)nc4)ccc3n2C)c1,-7
O=S(=O)(Nc1cccc(S(=O)(=O)N2CCCC2)c1)c1ccc(Br)cc1,-8
CC1(C(=O)NS(=O)(=O)c2ccc(Cl)cc2)CCN1C(=O)Cc1ccc(-c2ccccc2)cc1 (stereo not drawn),-5
Cc1ccc(CN2CCC[C@]3(N[C@H](c4ccccc4)[C@@H]4C(=O)N(Cc5ccccc5)C(=O)[C@@H]43)C2=O)cc1,-6
O=C(Nc1ccc2c(c1)OCCO2)C(CCc1ccccc1)N1CCN(C/C=C/c2ccccc2)CC1 (stereo not drawn),-7
CC1(C(=O)NS(=O)(=O)c2cccs2)CCN1C(=O)c1ccccc1 (stereo not drawn),-5
COc1ccc(CNCCS(=O)(=O)NC2CCCCC2)cc1,-2
COc1cc(OC)c(NC(=O)CC2SC(N)=NC2=O)cc1Cl (stereo not drawn),-1
O=C(OCc1cn([C@H]2CN(C(=O)c3cccs3)[C@@H](c3ccccc3)C[C@@H]2O)nn1)c1ccccc1,-6
CC(C)CCn1nc(C(=O)OCC(=O)NC(C)c2ccccc2)c2ccccc2c1=O (stereo not drawn),6
CCN(CC)C(=O)C1=C(C)N(Cc2ccc(C(C)(C)C)cc2)C(=O)C(CC(=O)NCCc2ccccn2)C1 (stereo not drawn),-5
CCCCOc1ccc(S(=O)(=O)NC(=O)C2(C)CCN2C(=O)CCc2ccccc2)cc1 (stereo not drawn),-7
CCc1ccc(N2C=C(C(=O)OC)C(c3ccccc3F)C(C#N)=C2N)cc1 (stereo not drawn),-9
CCc1nc2ccc(C(=O)Nc3ccc(OC)c(OC)c3)cn2c1N(CCC(C)C)CCN(C)C,-6
C[C@H]1CN([C@@H](C)CO)C(=O)CCCn2nncc2CO[C@@H]1CN(C)S(=O)(=O)c1ccc(Oc2ccccc2)nc1,-2
CC1(C)CN(Cc2ccccc2)C(=O)[C@H]1CC(=O)Nc1ccccc1,-2
Cc1ccc(S(=O)(=O)N2C[C@H]3[C@H]4C(=O)N(c5ccccc5)C(=O)[C@H]4C[C@H](OC(=O)NCc4ccco4)[C@@]3(O)C2)cc1,-5
Cc1ccc(NC(=O)CSCC(=O)N(C)CC(=O)Nc2ccccc2C(F)(F)F)cc1,0
CN(C)CCNc1cccc2sc3ccc(O)cc3c(=O)c12,-8
C[C@@H]1CCCCO[C@H](CN(C)Cc2ccncc2)[C@@H](C)CN([C@H](C)CO)C(=O)c2cc(N(C)C)ccc2O1,-6

# Reprinted from the entries so far (7 entries):
SMILES,GalR3 antag
COc1cc(OC)cc(-c2c(Sc3ccccc3)c3cc(-c4ccc(OC)nc4)ccc3n2C)c1,-7
O=S(=O)(Nc1cccc(S(=O)(=O)N2CCCC2)c1)c1ccc(Br)cc1,-8
CC1(C(=O)NS(=O)(=O)c2ccc(Cl)cc2)CCN1C(=O)Cc1ccc(-c2ccccc2)cc1 (stereo not drawn),-5
Cc1ccc(CN2CCC[C@]3(N[C@H](c4ccccc4)[C@@H]4C(=O)N(Cc5ccccc5)C(=O)[C@@H]43)C2=O)cc1,-6
O=C(Nc1ccc2c(c1)OCCO2)C(CCc1ccccc1)N1CCN(C/C=C/c2ccccc2)CC1 (stereo not drawn),-7
CC1(C(=O)NS(=O)(=O)c2cccs2)CCN1C(=O)c1ccccc1 (stereo not drawn),-5
COc1ccc(CNCCS(=O)(=O)NC2CCCCC2)cc1,-2

# (cont.)
SMILES,GalR3 antag
O=C(c1ccco1)N1CCN(C(=O)c2ccco2)C1=S,12
CCCCN1C[C@H](COC(=O)CCC)Oc2cccc(F)c2S1(=O)=O,-5
Cn1ccc2c(-c3ccc(C(N)=O)cc3)cc3c(c21)C1CCC3C1 (stereo not drawn),1
CCC(CC)C(=O)N(C)c1c(C)nc2c(OCc3ccccc3C)cccn12,0
CCN1C(=O)[C@@H]2[C@@H]3CN(S(=O)(=O)c4ccc(C)cc4)[C@@H](c4ccccc4Cl)[C@@H]3C(=O)C[C@@H]2C1=O,-6
CCCCCCCCN1C(=O)[C@@H](CC(=O)N2CCSCC2)C[C@@]2(C(=O)OC)C1=C[C@H](C1CCCC1)O[C@@H]2C,0
CCOC(=O)C(C(=O)OCC)C(=O)c1cccc2ccc3ccccc3c12,0
CN(C(=O)COC(=O)c1ccc(S(=O)(=O)N2CCCCCC2)cc1)c1ccccc1,-2
O=C(Nc1ccccc1N1CCOCC1)c1cccc2ccccc12,-3
COCc1cc(N2CCN(C(=O)OC(C)(C)C)C[C@@H]2C)ccc1N1CC[C@H](O)C1,-4
COc1ccc(-c2c(-c3ccccc3OC)sc3ccccc23)cc1F,-7
C[C@@H]1CN([C@H](C)CO)C(=O)CCCn2cc(nn2)CO[C@H]1CN(C)C(=O)Nc1ccc2c(c1)OCCO2,-8
COC(=O)C[C@@H]1OC[C@H](Cc2ccccc2)N1S(=O)(=O)c1ccc(C)cc1,-5
CC(=O)Nc1ccc(NC(=O)C2Cc3c(-c4ccc5c(c4)OCO5)ccnc3O2)cc1 (stereo not drawn),-4
Fc1ccc(-c2nnc(-c3ccc4ccccc4c3)o2)cc1,-6
CC1(C(=O)NS(=O)(=O)c2ccccc2C(F)(F)F)CCN1C(=O)CC1CCCC1 (stereo not drawn),-4
O=C(COC(=O)c1ccc(F)cc1Cl)NC1CC1,-8
CN(C(=O)c1ccccc1)C(=O)c1ccccc1,-5
Cn1c(NCCc2ccncc2)nc2cc(-c3ccccc3)sc2c1=O,-6
COc1ccc(CN2C(=O)C(CC(=O)NCCCN(C)C)CC(C(=O)N(C(C)C)C(C)C)=C2C)cc1 (stereo not drawn),-2
Cc1onc(-c2ccccc2)c1C(=O)N[C@@H]1C(=O)N2C1SC(C)(C)[C@@H]2C(=O)O (stereo partly drawn),0
COc1cc(C(O)c2nc(-c3ccccc3C)cs2)ccc1F (stereo not drawn),1
Cc1ccc(S(=O)(=O)CCC(=O)OCC(=O)Nc2cccc(S(=O)(=O)N3CCCCC3)c2)cc1,-8
CCOc1ccc(S(=O)(=O)NCCC(=O)N2CCN(C(C)=O)CC2)cc1,-4
CSc1nc(N)c(C(=O)N(c2ccccc2)c2ccccc2)s1,-5
CCCCN1CC(COCc2ccccc2)Oc2cccc(N3CCCCC3)c2S1(=O)=O (stereo not drawn),-4
O=C1NC(Cc2ccccc2)c2nc3ccccc3c(=O)n2-c2ccc(Cl)cc21 (stereo not drawn),-5
CCN(Cc1nc2ccccc2c(=O)[nH]1)C(=O)c1cccc(OCc2c(C)noc2C)c1,-3
COc1cccc(C(O)c2ncc(-c3cccc4ccccc34)[nH]2)c1 (stereo not drawn),-5
COc1cccc(C#Cc2ccc3c(c2)O[C@H](CN(C)C)[C@@H](C)CN([C@@H](C)CO)S3(=O)=O)c1,5
